FXIa inh 1536 – blocks human coagulation factor XIa protease activity | P03951 | purified FXIa, Boc-Glu-Ala-Arg-AMC fluorogenic substrate | inhibition, % at 5 µM | 220,000 tested, 0.14% active;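 active means inhibition of at least 40%; inactive means inhibition below 40%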;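 further: fluorescence of freed AMC excited at 355 nm; 0% = enzyme without compound and 100% = no enzyme blank; many of its hits are not listed in these tables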
CHOP inhibitor – CHOP inhibition in unfolded protein response; CHO-K1 CHOP-promoter luciferase, tunicamycin-induced, 15-18 h; inhibition, % at 10 µM; 220,000 tested, 3.8% active; AID 2732;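 active means compounds that reduced the stress-induced luciferase reporter signal by more than about 70% of percent inhibition, limit read from the data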;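 further: 0% = tunicamycin plus vehicle and 100% = wells without tunicamycin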
zVAD death inh – blocks zVAD induced death of L929 cells; viability rescue, % at 10 µM; L929 zVAD necroptosis rescue, ATP luminescence, 24 h; with zVAD 60 µM; AID 1377; 220,000 tested, 0.38% active;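 active means activation, scaled between plate controls, above about 75%, limit read from the data; inactive means activation under that limit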;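 further: 0% = zVAD with DMSO and 100% = DMSO alone without zVAD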
TNF necrop inh – blocks TNF-alpha induced death of Jurkat FADD-/- cells; Jurkat FADD-/- TNF necroptosis rescue, ATP luminescence, 24 h; 0 = TNF only, 100 = no-TNF cells; activation (protection from cell death), % at 10 µM; AID 463075; 220,000 tested, 0.068% active;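 active means activation, meaning protection from cell death, of at least 50% relative to plate controls; inactive means activation below 50%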;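 further: necroptosis triggered by 40 ng/mL TNF-alpha added together with compound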
PPC-1+TRAIL kill – PPC-1 cancer cell killing with TRAIL present; 220,000 tested, 0.41% active; cell killing (% activity), % at 4 µM; PPC-1 cells + TRAIL, ATPLite viability luminescence;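 active means cell killing above 50% in the first pass at 4 µM, then a duplicate retest at 5 µM averaging 50% or more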;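 further: plate controls were cells with TRAIL plus DMSO for no effect and medium-only wells lacking cells for full effect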
Wee1 degr inh – human Wee1 degradation inhibition, primary screen; P30291; reporter increase, % at 5 µM; 220,000 tested, 1.2% active; HeLa Luc-Wee1K328M stability, luciferase luminescence; 100% = proteasome inhibitor MG132 effect; AID 1321;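 active means activation above the mean of all tested compounds plus 3 SD, set per screening run, cut at about 8.8% in these data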;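 further: cells exposed to compound for 20 h before luminescence read; 0% = DMSO alone and 100% = MG132 at 30 µM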
Target sequence (P30291 whole entry K328M): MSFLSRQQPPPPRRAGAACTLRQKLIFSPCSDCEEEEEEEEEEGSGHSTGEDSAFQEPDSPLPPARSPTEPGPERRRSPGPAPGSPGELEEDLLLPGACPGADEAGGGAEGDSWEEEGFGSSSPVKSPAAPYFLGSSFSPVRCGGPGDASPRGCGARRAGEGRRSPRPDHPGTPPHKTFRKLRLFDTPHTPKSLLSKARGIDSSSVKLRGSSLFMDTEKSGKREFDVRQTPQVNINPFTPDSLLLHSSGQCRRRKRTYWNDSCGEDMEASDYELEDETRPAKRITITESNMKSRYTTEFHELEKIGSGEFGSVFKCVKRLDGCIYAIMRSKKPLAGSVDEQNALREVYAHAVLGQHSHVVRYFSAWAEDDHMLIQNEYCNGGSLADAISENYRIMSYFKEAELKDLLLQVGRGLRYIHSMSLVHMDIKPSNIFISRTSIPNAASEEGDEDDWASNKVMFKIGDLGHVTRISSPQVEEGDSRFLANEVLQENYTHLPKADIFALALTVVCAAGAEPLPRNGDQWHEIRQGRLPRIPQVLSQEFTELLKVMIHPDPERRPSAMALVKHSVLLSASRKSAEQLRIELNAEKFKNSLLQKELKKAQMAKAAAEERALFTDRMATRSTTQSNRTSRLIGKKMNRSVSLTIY
Tb hexokinase – blocks Trypanosoma brucei hexokinase 1 activity. 220,000 tested, 0.11% active. AID 1430. recombinant TbHK1, G6PDH-coupled NADH A340. inhibition, % at 10 µM;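 active means inhibition of 50% or more in the single-dose primary screen; inactive means inhibition below 50%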
FXIIa inh 1536 – blocks human coagulation factor XIIa protease activity | purified FXIIa, Boc-QGR-AMC fluorogenic substrate, 2 h | inhibition, % at 5 µM | 220,000 tested, 0.3% active | AID 800 | P00748; in the data active means inhibition above about 40%;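 further: 0% = enzyme with no compound and 100% = blank without enzyme; many of its hits are not listed in these tables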
EP2 antag – blocks the human prostaglandin E2 receptor EP2 | C6 glioma cells expressing human EP2, cAMP TR-FRET; cells stimulated with saturating PGE2 | P43116 | AID 1422 | inhibition, % at 25 µM | 260,000 tested, 0.52% active;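 active means percent inhibition above 40 after rounding to a whole number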;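 further: rat C6 glioma host cells with rolipram phosphodiesterase inhibitor present; the protocol text gives 20 µM as final concentration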
Target sequence (P43116 whole entry, looked up): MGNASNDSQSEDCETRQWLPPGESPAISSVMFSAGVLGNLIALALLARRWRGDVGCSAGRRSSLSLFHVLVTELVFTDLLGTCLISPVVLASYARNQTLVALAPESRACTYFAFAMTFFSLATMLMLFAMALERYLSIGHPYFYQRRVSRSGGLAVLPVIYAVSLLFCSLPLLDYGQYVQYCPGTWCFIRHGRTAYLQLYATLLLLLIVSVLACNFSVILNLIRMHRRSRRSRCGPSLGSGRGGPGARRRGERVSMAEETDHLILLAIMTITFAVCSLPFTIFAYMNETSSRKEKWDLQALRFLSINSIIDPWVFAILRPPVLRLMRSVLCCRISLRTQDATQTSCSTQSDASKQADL
Numbers without * were called inactive; nt = not tested or not shown; ! = not active in a repeat. Some of the compounds tested; count on the stated rates, not on these rows.

molecule,FXIa inh 1536,CHOP inhibitor,zVAD death inh,TNF necrop inh,PPC-1+TRAIL kill,Wee1 degr inh,Tb hexokinase,FXIIa inh 1536,EP2 antag
C=C(C)Cn1cnc2cc(C)c(C)cc21,0,30,-0.1,-0.1,6,3,-5,4,4
CCOC(=O)Cn1nc(C)c(NC(=O)CCc2ccccc2)c1C,-2,17,-0.2,-1.1,9,1,2,2,3
FC(F)Oc1ccccc1C1CC(c2ccc(Br)s2)Nc2ncnn21 (stereo unspecified),4,10,-0.1,1.5,-8,0,-4,-5,4
Nc1ccc(N2CCOCC2)cc1C(F)(F)F,-7,-9,0.5,0.1,4,0,3,-2,5
CC(C)OC(=O)CSc1nnc(-c2ccc(C(C)(C)C)cc2)n1N,-5,-2,-0.2,0.3,17,0,8,9,4
Cc1ccc(-c2nc(N)sc2-c2ccc(C)cc2)cc1,2,97*,1.3,-1.2,25,-3,5,8,7
CC(C)NC(=O)c1ccc2c(c1)nnn2C,1,-3,-0.8,-1.4,14,-1,1,2,9
Cc1ccc(C(=O)N2CCN=C2SCc2ccc([N+](=O)[O-])cc2)cc1C,-6,38,4.8,0.5,6,-2,-1,6,4
C/C(=N\OC(=O)c1ccccc1)c1cc(-c2ccc(Cl)cc2)no1,-8,-17,0.1,-4.7,20,0,-7,8,8
CCNCc1cc(OCC)c(OCC(=O)NCCc2ccccc2)cc1Cl,7,15,0.7,-1.7,29,-3,4,17,10
CC(=O)NC(CC(=O)Nc1ccc(S(=O)(=O)N2CCCC2)cc1)c1ccccc1 (stereo unspecified),-6,-3,0.0,-2.8,-7,0,-3,3,5
CC(C)CNC1=C(C(=S)Nc2ccccc2)C(=O)CC(C)(C)C1,10,27,-0.3,-0.2,-10,3,-1,4,7
O=C(C1CCN(S(=O)(=O)c2ccccc2[N+](=O)[O-])CC1)N1CCOCC1,-3,10,2.5,0.2,28,1,1,7,14
c1ccc(-c2nc(CSc3nnc(-c4cccs4)o3)cs2)cc1,-8,-25,-0.1,0.1,nt,-1,16,6,18
NC(=O)c1nsc(C(=O)N(c2ccc(Cl)cc2)C(C(=O)NCC2CCCO2)c2cccs2)c1N (stereo unspecified),2,10,-2.2,-1.8,7,-2,-15,7,3
CCn1c(C)nc2cc(C(=O)N=Nc3c(O)[nH]c4ccccc34)ccc21,9,7,1.1,2.1,28,-1,26,7,10
Cc1ccc(NC(=O)NCCSc2ccc(C)cc2)cc1,-7,42,18,0.3,10,-3,1,8,8
CC(=O)c1ccc(NC(=O)C2CCC(C)(C(=O)O)C2(C)C)cc1 (stereo unspecified),4,13,-0.2,-0.2,5,-1,4,18,13
CCOC(=O)N1CCN(C(=O)Cc2ccsc2)CC1,4,-1,-0.5,-0.4,5,-2,2,11,11
CCOC(=O)C1CCCN(CCC(=O)Nc2cccc(C)c2)C1 (stereo unspecified),-1,-11,-1.3,0.7,10,-2,-5,6,8
CCOC(=O)c1c(/N=C/c2ccc(C)cc2O)sc2c1CCN(C)C2,4,11,-0.5,1.5,-8,6,-12,15,8
Cn1c(=O)c2c(SCC(=O)Nc3ccc4c(c3)OCCO4)nc(CC(C)(C)C)nc2n(C)c1=O,10,27,-0.9,-2.1,-12,1,-16,18,7
CCOc1ccc(NC(=S)N(CCN2CCOCC2)Cc2cc3cc4c(cc3[nH]c2=O)OCCO4)cc1,6,6,-0.2,0.8,-9,-3,-16,12,6
Nc1nc2ccc(S(=O)(=O)N3CCCCC3)cc2s1,1,48,1.5,-7.7,18,0,7,9,26
COC(=O)c1sc(NC(=O)c2c(F)cccc2F)c(C#N)c1C,0,20,0.3,0.0,11,4,-18,10,6
Cc1ccc(Nc2c(-c3ccc(N4CCOCC4)cc3)nc3ncccn23)cc1C,9,4,0.7,-4.5,24,1,-18,13,nt
Cc1csc(SCC(=O)NCc2ccccc2)n1,-5,4,2.5,0.6,12,2,-5,4,11
Clc1cccc(Nc2nc(-c3ccncc3)nc3ccccc23)c1,-2,-15,5.0,3.5,2,2,-32,-1,7
Cc1ccc(Cn2ccc(NC(=O)c3cc(C)on3)n2)cc1,13,30,0.8,2.0,-18,4,-5,23,4
O=[N+]([O-])c1[nH]cnc1/C=C/c1ccccc1,6,19,1.1,1.4,18,0,-19,13,12
O=C(CN1C(=O)c2ccc([N+](=O)[O-])cc2C1=O)NCc1ccco1,-8,2,0.2,0.6,3,1,-7,-3,6
CCOC(=O)C(=CNc1cc(C)nn1-c1ccc(C)cc1)C(=O)OCC,0,42,-1.1,-8.9,38,3,-32,10,16
CC(C)N(C1=CC(=O)OC12CCCCC2)C(C)C,3,-9,0.2,0.1,-17,-2,-9,9,3
Cc1ccc(-c2c[nH]c(=S)n2-c2ccccc2)cc1,-2,25,-1.0,-1.5,10,-2,6,6,8
CCOC(=O)CNC(=O)CSc1nnc(-c2ccccc2)c(-c2ccccc2)n1,1,-44,0.2,-0.6,10,-1,-2,9,13
Cc1cc(N2CCC(C(=O)NC3CC3)CC2)nc(-c2ccccc2)n1,-9,-11,-0.5,0.5,-13,1,-4,-2,8
CCSc1nc(N)c2c3c(sc2n1)CCC3,4,12,2.1,-1.4,13,0,-5,16,12
Cc1cc(CNCc2c(C(=O)N(C)Cc3ccccc3)nc3ccccn23)nn1C,-2,4,0.5,-0.6,-5,1,0,5,2
Cc1cc(C)cc(OCC(=O)N/N=C/c2ccco2)c1,-2,35,29,-1.0,17,-3,3,8,5
O=[N+]([O-])c1cc(/C=N\Nc2nccs2)ccc1O,7,-34,-0.5,-2.3,4,7,50*,19,nt
Cc1ccccc1Cn1c(CN2CCN(c3ccc(F)cc3)CC2)nc2c1c(=O)n(C)c(=O)n2C,9,-14,-0.7,-0.1,9,0,-10,16,nt
COc1ccccc1S(=O)(=O)Nc1ccc2cn[nH]c2c1,11,4,0.5,1.2,6,1,1,15,6
COc1ccc(/C=N/NC(=O)c2[nH]c3ccc(Br)cc3c2-c2ccccc2)cc1,8,-8,-1.3,-9.1,-6,0,-26,2,5
Cc1cc(C)n(CCNC(=O)CCc2nnc(CCc3ccccc3)o2)n1,-2,1,1.4,1.5,8,-1,-4,3,8
COc1cc(/C=N/N(C)c2ccccc2)cc(Cl)c1O,-13,97*,1.2,-4.4,40,-2,-34,12,10
Cc1ccc(NS(=O)(=O)c2cc(C(=O)N3CCc4ccccc4C3)ccc2Cl)cc1,-4,14,-0.2,-4.1,20,2,0,5,17
O=S1(=O)CCN(C(CO)c2ccccc2)CC1 (stereo unspecified),-6,4,-0.9,0.7,8,1,7,2,5
COc1ccc(-c2ccnc3c(C(=O)O)cnn23)cc1,-4,-11,12,0.1,19,-2,-19,5,8
CC1CC(C)CN(c2oc(-c3ccco3)nc2C#N)C1 (stereo unspecified),-2,53,0.8,-2.6,6,-1,-18,-1,nt
Nc1nonc1-c1nc2ccccc2n1CC(=O)N/N=C/c1ccc(-c2ccccc2C(=O)O)o1,7,0,0.5,-1.2,28,-4,-35,12,11
Cn1nc(-c2ccc(N3CCN(CCO)CC3)c([N+](=O)[O-])c2)c2ccccc2c1=O,-3,10,14,1.4,nt,6,-5,6,9
O=c1cc(-c2c(F)c(F)c(F)c(F)c2F)oc2ccccc12,7,29,-0.7,-11,-2,5,3,14,11
COC(=O)C1=C(C)Nc2nc3ccccc3n2C1c1ccccc1F (stereo unspecified),-6,-12,6.7,-7.1,12,-2,-11,3,7
CCN1CCN(CC(O)COc2cccc(OC)c2)CC1 (stereo unspecified),0,20,1.1,-1.3,-25,-2,-1,-4,11
Cc1ccc2c(c1C)NC(=O)C2(O)CC(=O)c1ccc2c(c1)OCO2 (stereo unspecified),13,15,-0.1,-1.0,6,1,-3,17,7
CCN(C(=O)COC(=O)c1ccc(OC)c(S(=O)(=O)N2CCCc3ccccc32)c1)C1CCS(=O)(=O)C1 (stereo unspecified),-7,-18,1.2,0.5,19,-1,-4,1,4
C/C(Cc1ccccc1)=N\NC(=O)CNC(=O)Cc1ccccc1,1,-13,-0.2,3.4,9,-2,-8,2,6
O=C(O)C1OC(Oc2cc3oc(-c4ccccc4)cc(=O)c3c(O)c2O)C(O)C(O)C1O (stereo unspecified),10,-6,2.9,1.1,24,-3,-61,13,17
C/C(=N\NC(=O)c1c[nH]c2ccccc12)c1ccc2c(c1)OCO2,-3,0,43,-1.9,10,0,2,4,8
CCN(CC)CCN1C(=O)C(=O)/C(=C(/O)c2c(C)[nH]c(C(=O)OC)c2C)C1c1ccc(OC)cc1 (stereo unspecified),4,11,2.1,1.9,9,0,-20,5,nt

The list continues.
molecule,FXIa inh 1536,CHOP inhibitor,zVAD death inh,TNF necrop inh,PPC-1+TRAIL kill,Wee1 degr inh,Tb hexokinase,FXIIa inh 1536,EP2 antag
Cc1cccc(C)c1N1CCN(C(=O)N2CCOCC2)CC1,-2,12,1.4,-0.4,5,1,2,8,3
COc1cc(NC(=O)C2CCCC2)c(OC)cc1Cl,-9,8,0.8,1.6,7,-5,4,7,nt
CCOC(=O)Nc1cc(C(=O)OCC)c(C)nc1C,7,27,1.0,1.5,8,-2,-1,12,7
O=C(O)c1cc(NC(=O)c2ccccc2[N+](=O)[O-])ccc1O,-3,3,5.1,-0.7,-5,-2,-3,9,12
COc1nc(C)c2cc(C)oc2n1,-7,25,nt,0.0,15,3,-3,8,9
CCCC/C(O)=C1\C(=O)CC(C)(C)CC1=NCCCCCC(=O)O,-2,-27,-1.0,0.1,13,-4,-11,-1,3
Cc1cc(C)c(S(=O)(=O)N2CCN(C)CC2)c(C)c1,-13,-9,0.0,-0.7,18,0,3,16,5
Cn1nc(C(=O)Nc2cccnc2)c2ccccc2c1=O,0,29,-0.1,-2.9,3,4,2,15,5
COCCCNC(=O)c1ccc(CS(=O)(=O)c2ccc(OC)cc2)o1,-9,9,0.8,1.0,0,-1,-2,4,6
COc1cc(OC)c(C2CC(=O)N3CN(c4ccccc4)CSC3=C2C#N)cc1OC (stereo unspecified),0,9,-0.5,-0.3,4,1,-5,0,6
Cc1cc(Cl)ccc1OCc1nc(-c2ccncc2)no1,-5,42,1.2,-1.4,2,2,-7,-1,2
Cc1ccc(S(=O)(=O)N2CCSC2)cc1C,-6,3,0.1,-0.3,16,4,-8,-8,109*!
Cc1ccsc1/C=C1/NC(=O)N(Cc2ccc(F)cc2)C1=O,-1,30,0.3,-1.8,37,-4,-7,5,2
O=c1cc(CSc2ccc(Cl)cc2)nc(N2CCOCC2)[nH]1,5,-6,0.5,-0.4,16,4,0,4,10
COCCNC(=O)CN(c1ccccc1OC)S(C)(=O)=O,1,19,0.2,-2.9,-16,-1,-7,11,3
N#C/C(=C\c1ccc(N2CCOCC2)cc1)c1ccccc1,1,37,66,4.7,29,5,-6,9,8
COc1ccccc1C1C(C(=O)c2sc(C)nc2C)=C(O)C(=O)N1CCN1CCOCC1 (stereo unspecified),0,2,0.5,1.0,7,0,-22,13,15
O=S(=O)(NCc1ccc2c(c1)OCO2)c1cnc[nH]1,-3,27,1.1,1.2,12,-2,-11,4,10

Fetched one by one from above, two records:
molecule,FXIa inh 1536,CHOP inhibitor,zVAD death inh,TNF necrop inh,PPC-1+TRAIL kill,Wee1 degr inh,Tb hexokinase,FXIIa inh 1536,EP2 antag
Cc1ccc(S(=O)(=O)N2CCSC2)cc1C,-6,3,0.1,-0.3,16,4,-8,-8,109*!
Cc1ccsc1/C=C1/NC(=O)N(Cc2ccc(F)cc2)C1=O,-1,30,0.3,-1.8,37,-4,-7,5,2

From PubChem BioAssay
